High-throughput results (PubChem)
MEKK2 WT-MEK5: raises or lowers MEK5 binding to wildtype human MEKK2 PB1 domain. Q9Y2U5. bead flow cytometry, Alexa488-MEK5 binding to MEKK2 WT; actives lie on both sides. binding response (% of control), % at 10 µM. 290,000 tested, 1.1% active. AID 1531; in the data active = binding response below about 67% or above about 130%
OXTR potentiator: human OXTR potentiation. P30559. CHO-OTR cells, Fluo-8 calcium fluorescence, potentiator mode; 0% = oxytocin EC15, 100% = EC100. activation, % at 3 µM. 320,000 tested, 0.061% active. AID 2445;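 active = activation above that plate's cutoff, the mean activation of tested compounds plus 3 SD, cut at about 6.6% in these data, passing the limit was not always enough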;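 also: 100% uses oxytocin at 75 nM as the full agonist control; some results filed as inactive read as strong as hits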
Target sequence (P30559 whole entry, looked up): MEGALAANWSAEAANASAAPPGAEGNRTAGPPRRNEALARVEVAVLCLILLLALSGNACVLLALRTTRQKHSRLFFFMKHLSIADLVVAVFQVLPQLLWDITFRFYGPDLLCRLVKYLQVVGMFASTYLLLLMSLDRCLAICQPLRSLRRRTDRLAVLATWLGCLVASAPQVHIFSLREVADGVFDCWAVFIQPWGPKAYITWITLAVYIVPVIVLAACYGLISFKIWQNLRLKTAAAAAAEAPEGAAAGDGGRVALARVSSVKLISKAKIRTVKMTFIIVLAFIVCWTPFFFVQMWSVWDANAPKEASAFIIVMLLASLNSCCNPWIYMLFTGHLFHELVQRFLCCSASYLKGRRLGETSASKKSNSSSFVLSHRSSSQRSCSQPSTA
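Assay system: CHO cell line stably expressing human OTR. Reagent: EC15 oxytocin agonist. Dosing: single dose, 3.0 µM nominal final compound concentration. Timing: compound 6 min at room temperature before oxytocin, 100 s read. Signal: kinetic Fluo-8 calcium fluorescence. Controls: oxytocin EC15 low and EC100 high.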
M18AAP inhibitor: PfM18AAP enzyme inhibition. inhibition, % at 7.35 µM. 290,000 tested, 1.2% active. recombinant PfM18AAP, H-Glu-NHMec fluorogenic cleavage;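 active = inhibition above the campaign mean inhibition over all tested compounds plus 3 SD, cut at about 28% in these data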;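 also: 0% = plate median of test compound wells and 100% = 2 mM ZnCl2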
OXTR agonist: activates the human oxytocin receptor; P30559; CHO-OTR cells, Fluo-8 calcium fluorescence; normalized: DMSO 0%, oxytocin 100%; activation, % at 3 µM; 320,000 tested, 0.32% active;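 active = activation above the mean of all tested compounds plus 3 SD, cutoff set per screening run, cut at about 20% in these data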;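 also: peak over basal fluorescence ratio from a 100 s FLIPR kinetic read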
GalR3 antagonist: human GalR3 antagonism; O60755; HEK293 GalR3-CNG cAMP membrane potential fluorescence; galR3 body fused to GalR1 C-terminus; inhibition, % at 3 µM; 360,000 tested, 0.44% active;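 active = inhibition above the screen-wide average plus 3 SD, cut at about 13% in these data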;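 also: forskolin and galanin both at EC90 stimulate the cells; cAMP rise reported by CNG channel membrane potential dye signal; 0% = forskolin plus galanin with DMSO and 100% = forskolin alone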
Target sequence (O60755 1-299 limits assumed): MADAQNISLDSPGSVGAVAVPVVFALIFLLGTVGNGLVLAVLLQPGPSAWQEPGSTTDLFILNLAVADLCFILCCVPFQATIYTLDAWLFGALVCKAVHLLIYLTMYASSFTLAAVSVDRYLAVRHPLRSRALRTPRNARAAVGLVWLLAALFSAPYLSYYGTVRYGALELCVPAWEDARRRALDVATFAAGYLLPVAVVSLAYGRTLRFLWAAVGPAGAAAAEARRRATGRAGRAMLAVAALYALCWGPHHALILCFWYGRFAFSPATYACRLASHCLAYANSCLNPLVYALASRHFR
NALP1 yeast inh: inhibitors of NALP1 inflammasome in yeast; S. cerevisiae NALP1/ASC/caspase-1 growth, X-gal OD620, 72 h; inhibition, % at 10 µM; 280,000 tested, 0.61% active; AID 2071; in the data active = inhibition mostly above about 24%, no sharp cut-off; inactive = mostly below about 32%; also: some compounds called inactive have numbers as strong as hits
MEKK2mut PB1 HTS: signal of MEK5 binding to mutant human MEKK2 PB1 domain; 290,000 tested, 0.35% active; percent response, % at 10 µM; bead flow cytometry, Alexa488-MEK5 binding to MEKK2 mutant; AID 1530; in the data active = percent response above about 24%, passing the limit was not always enough; also: inactives centre near 1; some results filed as inactive read as strong as hits
V1R ag counter: counter-screen for oxytocin receptor agonists: human V1a receptor agonists; CHO-V1R cells, Fluo-8 calcium fluorescence, agonist mode; 0% DMSO, 100% 3 nM vasopressin; P37288; activation, % at 3 µM; 320,000 tested, 0.25% active; AID 2797;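 active = activation above the mean activation of all tested compounds plus 3 SD, per screening run, cut at about 20% in these data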;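 also: signal is peak over basal fluorescence ratio across a 100 second FLIPR read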
GPR7 antag: human neuropeptides B/W receptor 1 antagonism; P48145; GPR7-expressing cells, fluorescence antagonist assay; inhibition, % at 4.4 µM; 290,000 tested, 1.1% active; AID 1861; in the data active = inhibition above about 16%, passing the limit was not always enough;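 also: cells stimulated with the agonist NPW; 0% = agonist with vehicle and 100% = vehicle without agonist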
Target sequence (P48145 whole entry, looked up): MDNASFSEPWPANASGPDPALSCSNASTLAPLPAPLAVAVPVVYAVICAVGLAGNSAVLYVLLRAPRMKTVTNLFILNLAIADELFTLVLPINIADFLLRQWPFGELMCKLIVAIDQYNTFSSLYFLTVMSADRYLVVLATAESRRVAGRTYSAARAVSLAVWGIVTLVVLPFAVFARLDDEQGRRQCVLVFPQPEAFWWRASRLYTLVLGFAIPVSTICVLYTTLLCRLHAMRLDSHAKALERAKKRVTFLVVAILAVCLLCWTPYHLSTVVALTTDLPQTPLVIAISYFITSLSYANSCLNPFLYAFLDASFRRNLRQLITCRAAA
* = called active by the depositor; x = not tested or not shown.

SMILES | MEKK2 WT-MEK5 | OXTR potentiator | M18AAP inhibitor | OXTR agonist | GalR3 antagonist | NALP1 yeast inh | MEKK2mut PB1 HTS | V1R ag counter | GPR7 antag
O=C(NC(=S)Nc1ccccc1N1CCCC1)c1ccc([N+](=O)[O-])cc1 | 92 | 2 | 3 | -0.9 | 3 | 6 | -2 | -1.1 | -3
COc1ccc(N2CCN(c3oc(-c4ccco4)nc3C#N)CC2)cc1 | 98 | 3 | -6 | -1.7 | -4 | 7 | 2 | -0.9 | 4
CC1(C)CC(=O)c2cc(C(=O)NC3CCSC3=O)c(=O)n(-c3ccccc3)c2C1 (configuration not stated) | 99 | -9 | -4 | 0.0 | -8 | 8 | 4 | 0.2 | 12
Cc1cc(C)c(NC(=O)CNC(=O)CSc2nnc(N)s2)c(C)c1 | x | -9 | x | 1.0 | -1 | x | x | 0.6 | x
NS(=O)(=O)c1ccc(S(=O)(=O)N(CCc2ccccc2)Cc2ccccn2)cc1 | 109 | 3 | 4 | 1.3 | -9 | 2 | 6 | 0.6 | -12
Cn1ccnc1C(=O)c1ccc(Cl)c(S(=O)(=O)N2CCOCC2)c1 | 107 | 0 | 6 | -0.1 | -5 | -8 | 16 | 0.9 | -14
Cc1cccc(NC(=O)CC2SC(=O)N(c3ccccc3)C2=O)c1 (configuration not stated) | 105 | -8 | 5 | -1.1 | -6 | -1 | 4 | 0.2 | -10
Cc1ccc(C(=O)NCCN2CCOCC2)cc1 | 96 | -8 | -1 | 0.8 | 6 | 14 | 4 | 1.5 | -10
CCNc1c([N+](=O)[O-])c(=O)oc2ccccc12 | 104 | -7 | -2 | 0.5 | -2 | -2 | -1 | 0.8 | -3
O=C(NC1(N2CCOCC2)CC1)c1ccc(Cl)cc1 | 85 | -16 | 0 | -0.7 | -5 | 10 | 6 | 1.0 | -2
Cc1cc(Nc2ccc(F)cc2F)n2ncnc2n1 | 97 | 5 | 2 | -0.7 | 2 | 10 | -6 | -0.2 | -16
CCN(CC)CCN1C(=O)C(=O)/C(=C(/O)c2ccc3c(c2)CC(C)O3)C1c1ccc(OC)cc1 (configuration not stated) | 109 | -4 | 6 | 0.2 | -7 | -3 | 10 | -1.2 | -14
O=C(NCCc1nnc2ccc(NCc3ccc(Cl)cc3)nn12)c1ccccc1 | 100 | -4 | 1 | 0.1 | -6 | -18 | 1 | 0.7 | -12
C/C(CC(=O)Nc1ccc(N(C)C)cc1)=N\NC(=O)c1cnccn1 | 104 | -2 | 11 | 0.2 | 2 | 15 | -1 | 0.7 | -4
Cc1ccc(Cn2nnc3c(=O)n(CC(=O)N4CCCCC4)cnc32)cc1 | 102 | -6 | 2 | -0.4 | -1 | -2 | -2 | 0.1 | 2
C=CCOn1c(=O)c(-c2ccc(OCC)cc2)[n+]([O-])c2ccccc21 | 103 | -4 | 7 | -1.3 | -10 | 11 | 6 | -0.5 | -14
CCOC(=O)C1=C(C)OC(N)=C(C(=O)OCC)C1c1ccncc1 (configuration not stated) | 106 | -2 | 3 | -1.1 | 2 | 6 | 5 | -1.2 | -4
COc1ccccc1OCc1nnc(SCC(=O)N2CCCC2)o1 | 91 | -6 | 4 | 1.0 | 1 | -11 | -3 | 0.1 | -20
Cc1ccc(S(=O)(=O)Nc2cccc3c2O[C@H](CN(C)Cc2ccc(-c4ccccc4)cc2)[C@@H](C)CN([C@H](C)CO)C3=O)cc1 | x | -9 | x | 2.8 | -6 | x | x | 1.1 | x
Cn1cc(C(=O)Nc2ccc(C#N)cc2)c2ccccc2c1=O | 105 | -10 | 2 | 1.0 | -7 | 8 | 5 | 1.9 | -16
COc1ccc(C(=O)C2CCCN(C(=O)c3cccc(Cn4cccn4)c3)C2)cc1F (configuration not stated) | 100 | -5 | 8 | 3.6 | -2 | 1 | 2 | 7.1 | -7
CC(=O)c1ccc(S(=O)(=O)N2CCN(C(C)=O)CC2)cc1 | 96 | -20 | 2 | -0.7 | 16* | -14 | -4 | -0.1 | -6
CCOc1ccc2nc(NC(=O)CN3CCC(n4nnc5cc(C(F)(F)F)ccc54)CC3)sc2c1 | 109 | -5 | 0 | 1.2 | -2 | 4 | 3 | 1.3 | -14
COc1ccc(NS(=O)(=O)c2ccc(C)c(C(=O)O)c2)cc1 | 108 | -3 | -1 | 0.0 | -2 | 36 | 4 | -0.9 | -2
Cc1cccc2sc(NC(=O)C3CCN(C(=O)c4ccco4)CC3)nc12 | 102 | -10 | -9 | 14 | -7 | 5 | -1 | 10 | -8
CN1CCN(NC(=O)c2cc(-c3ccccn3)nc3ccccc23)CC1 | 104 | 1 | -4 | 1.9 | -3 | -2 | 3 | 0.6 | -10
CCn1c(Cc2ccccc2)nnc1SCC(=O)Nc1ccccc1F | 80 | -6 | -2 | 0.3 | -1 | 33* | -26 | 0.5 | 4
O=C(O)CN1C(=O)SC(Nc2ccc(C(=O)O)cc2)C1=O (configuration not stated) | 110 | -11 | 6 | 0.2 | 5 | 8 | 12 | 1.0 | -4
COC(=O)c1cc(C(=O)c2ccc(C(C)(C)C)cc2)c[nH]1 | 99 | -10 | 2 | 0.9 | -3 | 13 | -1 | 1.6 | -6
CCOCC(=O)N1CCc2ccccc21 | 101 | -9 | -3 | -1.4 | 1 | 4 | 2 | 0.5 | -6
CCOc1ccc(OCCCC(=O)N(C)CC(=O)Nc2ccccc2Br)cc1 | x | 3 | x | 0.6 | -3 | x | x | 0.1 | x
CC(=O)N1CCC(C(=O)NCCOc2ccc(C)cc2)CC1 | 100 | -1 | 3 | -0.3 | -5 | 2 | 7 | 0.8 | -21
CCOc1ccc(/C(O)=C2/C(=O)C(=O)N(c3ccccn3)C2c2ccc(F)cc2)c(C)c1 (configuration not stated) | 99 | 1 | 4 | -0.3 | -9 | -4 | 0 | -0.2 | -6
CC(C)(C)OC(=O)N[C@@H](Cc1ccccc1)C(=O)NCC1CCC(C(=O)N[C@@H](CCC(N)=O)C(=O)O)CC1 (some centres not stated) | 107 | x | 2 | x | -8 | -3 | 5 | x | -9
Cc1cc(C)nc(SCCC(=O)Nc2ccccc2Cl)n1 | 87 | -12 | -1 | -0.3 | 4 | 6 | -11 | 0.6 | 3
O=C(CCNC(=O)c1ccc(Cl)cc1)NC1CCCCCC1 | x | -3 | x | -1.6 | -5 | x | x | -0.4 | x
C(=C\c1ccccn1)/c1ccncc1 | 98 | -7 | -1 | 0.2 | 1 | 6 | 9 | 0.7 | -9
O=C1c2cccc3c(N4CCCCC4)ccc(c23)C(=O)N1c1ccccc1O | 90 | -36 | 1 | 43* | -3 | 8 | 0 | 41* | -12
CN(C)C(=O)c1cccn(Cc2cccc(C(F)(F)F)c2)c1=O | 100 | -12 | 0 | -0.3 | -5 | 19 | -1 | -0.7 | -12
Nc1ccn([C@@H]2O[C@H](COS(=O)(=O)O)[C@@H](O)[C@H]2O)c(=O)n1 | x | -4 | x | 0.7 | -4 | x | x | 0.0 | x
C/C=C/c1ccc(OCC(=O)NCc2ccccc2OC)c(OC)c1 | 97 | -22 | 6 | -2.2 | 1 | -4 | -8 | -2.0 | 5
COc1ccc2c(c1)c1ncn(CCN3CCCCC3)c(=O)c1n2C | 88 | 0 | 1 | 1.0 | 5 | -4 | -2 | -0.4 | -3
Cc1cc(C(=O)N/N=C/C=C/c2ccc([N+](=O)[O-])cc2)n[nH]1 | 106 | 3 | 7 | 0.6 | -4 | 13 | 0 | 0.1 | 12
O=C(CCCn1ncn2c(cc3occc32)c1=O)N1CCc2ccccc2C1 | 102 | -16 | 6 | -2.2 | -5 | -3 | 2 | -0.2 | -7
Fc1ccc(/C=N\Nc2cccc(F)c2)cc1 | 106 | 4 | 0 | 0.4 | -3 | 16 | 4 | -0.5 | -8
COc1ccc(N=N/C(=C\O)C(=O)c2cccs2)cc1 | 95 | -18 | -4 | -2.8 | -6 | 4 | -2 | -0.1 | 12
O=C(CCN1C(=O)/C(=C/C=C/c2ccccc2)SC1=S)Nc1cccnc1 | 74 | -11 | 0 | -1.6 | 7 | 33 | -3 | -0.4 | -5
COc1ccccc1C(=O)N1CCN(C(=O)COc2cccc(C)c2)CC1 | 100 | -1 | -9 | 1.9 | -4 | 31 | -1 | 1.0 | -7
O=c1c2c3c(sc2nc2n1CCCCC2)CCC3 | 102 | 4 | 4 | -1.6 | -3 | 25 | -3 | -1.0 | -13
O=C(COC(=O)c1nc(Cl)ccc1Cl)NCc1ccccc1 | 96 | -2 | -1 | -0.6 | -2 | 5 | -4 | -0.6 | -9
CC(=O)N1CCOc2ccc(S(=O)(=O)N(C)c3cccc(C)c3)cc21 | 98 | -13 | -6 | 3.9 | -12 | -8 | 2 | 4.6 | -11
c1ccc(-c2ccc(-c3nc(-c4ccccn4)no3)cc2)cc1 | 81 | -9 | 2 | -0.6 | -13 | 15 | -15 | -0.1 | -6
Clc1ccc(Nc2ccc(Cl)nn2)cc1 | 105 | -14 | -11 | -1.7 | -6 | 26 | 1 | -0.1 | -6
CC(NC(=O)CSc1ccccc1)c1ccccc1 (configuration not stated) | 110 | x | -3 | x | -6 | 14 | 2 | x | 6
Nc1ccc(SC(F)(F)F)cc1C(=O)c1ccccc1 | x | -3 | -9 | -2.1 | -4 | 16 | x | -0.6 | -6
COc1cc(C2C(C#N)=C(N)N(N(C)C)C3=C2C(=O)CCC3)cc(OC)c1OC (configuration not stated) | 101 | 3 | 7 | 0.6 | -10 | 10 | 2 | 0.3 | 10
O=c1cc(CSc2nnc(COc3ccccc3)o2)c2ccccc2[nH]1 | 121 | -11 | 11 | -0.5 | -8 | -2 | 7 | 0.6 | -9
CCC(Oc1ccccc1)C(=O)N1CC(C)CC(C)C1 (configuration not stated) | 102 | -11 | -4 | -1.9 | -2 | x | -2 | -0.1 | -5
Cc1ccc(NC(=O)COC(=O)c2c(C)nn(-c3ccccc3)c2C)cc1 | x | -5 | x | -1.5 | 0 | x | x | 0.2 | x
O=C(CCC(=O)OCC(=O)c1cccc([N+](=O)[O-])c1)NC1CCCCC1 | 104 | -7 | -5 | -1.0 | -4 | 0 | 2 | 2.4 | -11
The list continues.
SMILES | MEKK2 WT-MEK5 | OXTR potentiator | M18AAP inhibitor | OXTR agonist | GalR3 antagonist | NALP1 yeast inh | MEKK2mut PB1 HTS | V1R ag counter | GPR7 antag
CC(=O)Oc1ccccc1-c1nc(/C=C/c2ccccc2)no1 | 102 | x | 1 | x | -10 | 6 | 0 | x | -34
CC(=O)c1ccc2noc(-c3ccc(F)cc3)c2c1 | 103 | -3 | 1 | -0.6 | -6 | 24 | -1 | 1.3 | -10
CCNC(=S)N(CCN(C)C)Cc1cc2cc3c(cc2[nH]c1=O)OCO3 | 105 | -10 | 8 | -0.3 | -2 | 9 | 1 | -0.2 | -8
O=C1CCC(C(=O)N2CCSCC2)CN1CCc1cccc(F)c1 (configuration not stated) | 110 | 0 | 3 | 0.7 | 4 | -8 | 5 | 1.0 | -2

Single records (already shown).
O=C1CCC(C(=O)N2CCSCC2)CN1CCc1cccc(F)c1 (configuration not stated) reads MEKK2 WT-MEK5 = 110; OXTR potentiator = 0; M18AAP inhibitor = 3; OXTR agonist = 0.7; GalR3 antagonist = 4; NALP1 yeast inh = -8; MEKK2mut PB1 HTS = 5; V1R ag counter = 1.0; GPR7 antag = -2
CC(=O)c1ccc2noc(-c3ccc(F)cc3)c2c1 reads MEKK2 WT-MEK5 = 103; OXTR potentiator = -3; M18AAP inhibitor = 1; OXTR agonist = -0.6; GalR3 antagonist = -6; NALP1 yeast inh = 24; MEKK2mut PB1 HTS = -1; V1R ag counter = 1.3; GPR7 antag = -10
